TIM10 inh = growth inhibitors of TIM10 yeast strain; hit rate 1.4% among 330,000; AID 463195; inhibition, % at 10 µM; S. cerevisiae TIM10 strain growth, BacTiter-Glo luminescence, 24 h;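 active means inhibition of 40% or more at the single tested concentration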;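 further: wild-type TIM10 isogenic control strain grown at permissive 25 °C; 0% = DMSO yeast wells and 100% = minimal medium wells without yeast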
APJ agonist = activates the human apelin receptor APJ | P35414 | CHO-K1 APJ PathHunter beta-arrestin, luminescence; 0% DMSO wells, 100% apelin | activation, % at 20 µM | hit rate 0.11% among 330,000;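 active means activation more than six SD over the plate average, tested at 20 µM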;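 further: 0% = DMSO alone and 100% = apelin-13 at 10 nM; some results filed as inactive read as strong as hits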
Target sequence (P35414 whole entry, looked up): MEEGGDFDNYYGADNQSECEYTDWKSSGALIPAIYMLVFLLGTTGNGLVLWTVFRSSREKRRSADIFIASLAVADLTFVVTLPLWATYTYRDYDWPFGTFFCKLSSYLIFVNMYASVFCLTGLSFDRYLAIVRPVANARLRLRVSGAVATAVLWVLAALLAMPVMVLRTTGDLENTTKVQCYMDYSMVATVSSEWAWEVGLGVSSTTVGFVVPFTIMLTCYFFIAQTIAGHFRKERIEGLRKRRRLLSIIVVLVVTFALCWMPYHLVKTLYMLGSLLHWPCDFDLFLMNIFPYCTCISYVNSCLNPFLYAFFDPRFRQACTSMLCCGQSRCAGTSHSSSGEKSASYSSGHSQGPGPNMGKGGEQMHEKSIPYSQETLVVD
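Assay system: CHO-K1 cells stably expressing ProLink-tagged human APJ and arrestin–beta-gal acceptor. Compound dosing: 20 µM single point, 1% DMSO. Times: 16-18 h seeding, 90 min dark compound exposure, 60 min detection. Detection: beta-gal luminescence. Evaluation: APJ–arrestin association signal. Controls: negative DMSO alone, positive Apelin-13 at 10 nM.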
MIN6 prolif = MIN6 beta-cell proliferation induction; MIN6 cells proliferation, ATPlite luminescence, 48 h; cells starved in 0.2% serum; 100% = growth in 10% serum; proliferation, % at 10 µM; hit rate 0.29% among 330,000;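 active means compounds whose signal lies at least 3.5 SD above the mean of all wells on their plate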;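 further: 0% = DMSO-treated cells in low-serum medium and 100% = 10% serum control; some compounds called inactive have numbers as strong as hits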
NR3A LBD binder = modulators (binders) of human NR3A ligand-binding domain; NR3A LBD differential scanning fluorimetry, Tm shift; 0% = protein alone, 100% = glycine-bound protein; Tm shift relative to glycine control, % at 25 µM; hit rate 2.5% among 340,000;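 active means melting temperature shift of at least 10% of the positive control shift, at one fixed dose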
tim23-1 inh = growth inhibitors of tim23-1 mutant yeast; S. cerevisiae tim23-1 growth, BacTiter-Glo luminescence, 24 h; inhibition, % at 20 µM; hit rate 1.3% among 330,000; AID 463212;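 active means growth inhibition of the mutant yeast at or above 50%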;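 further: temperature-sensitive mutant grown at 25 °C; plate controls were DMSO-treated mutant yeast for no effect and medium wells lacking yeast for full effect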
NLRP3 yeast inh = NALP3 inhibition in yeast. hit rate 0.39% among 330,000. Yeast reconstituted NLRP3/ASC/caspase-1, beta-gal luminescence, 24 h. AID 2825. inhibition, % at 10 µM;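 active means inhibition of 50% or more; inactive means inhibition below 50%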;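 further: plate controls were induced DMSO wells for no effect and uninduced yeast grown without galactose for full effect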
tim10-1 inh = growth inhibitors of tim10-1 mutant yeast | AID 463190 | inhibition, % at 20 µM | S. cerevisiae tim10-1 ts strain growth, BacTiter-Glo, 24 h | hit rate 2.2% among 330,000;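 active means inhibition of at least 40%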;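 further: mutant grown at 25 °C; 0% = DMSO wells with yeast and 100% = wells holding no yeast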
APJ antagonist = APJ receptor antagonism. P35414. CHO-K1 APJ beta-arrestin complementation, luminescence. inhibition, % at 20 µM. hit rate 0.32% among 330,000. AID 2521;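 active means inhibition above about 40% at 20 µM, limit read from the data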;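 further: cells challenged with 10 nM apelin-13 agonist together with compound; plate controls were apelin-13 plus DMSO wells for no effect and DMSO wells lacking apelin-13 for full effect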
MPTP inh = permeability transition pore inhibition; AID 602449; inhibition, % at 10 µM; hit rate 1.4% among 360,000; isolated mouse mitochondria, Ca2+ swelling absorbance, 30 min;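 active means inhibition of 50% or more, scaled per plate between neutral and stimulator controls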;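 further: 0% = DMSO wells given calcium and 100% = 1 mM EGTA wells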
Active calls of the source: *; . = not tested or not shown.

Field names – A = TIM10 inh; B = APJ agonist; C = MIN6 prolif; D = NR3A LBD binder; E = tim23-1 inh; F = NLRP3 yeast inh; G = tim10-1 inh; H = APJ antagonist; I = MPTP inh
O=C(COC(=O)c1ccc(Cl)c(Cl)c1)NC1CCCC1
  A: 24; B: -2; C: 1; D: 0; E: 0; F: 17; G: -19; H: 6; I: 0.6
O=C(O)c1ccc(Cl)c(S(=O)(=O)NCc2ccco2)c1
  A: -15; B: -5; C: -2; D: -1; E: -10; F: 7; G: -6; H: 13; I: -2.9
COc1ccc(C2=NN(CN3C(=O)C(=O)c4ccccc43)C(c3cccc([N+](=O)[O-])c3)C2)cc1 (stereo not drawn)
  A: 16; B: 1; C: -3; D: 1; E: 34; F: 13; G: 28; H: -35; I: 2.8
CCN(CC)CCCN1C(=O)C(=O)/C(=C(/O)c2ccc(Cl)cc2)C1c1ccccn1 (stereo not drawn)
  A: 7; B: -3; C: -2; D: 0; E: 0; F: -7; G: 13; H: 1; I: 1.1
Oc1ccc(C2N=C(c3ccccc3)NC(c3ccccc3)=N2)cc1
  A: 12; B: 5; C: -1; D: 1; E: 27; F: 14; G: 32; H: 3; I: 2.0
C=C(C)CN(CC)C(=O)CN1C(=O)NC(C)(c2ccc3ccccc3c2)C1=O (stereo not drawn)
  A: -7; B: -6; C: 0; D: 2; E: 12; F: 7; G: 23; H: 1; I: 0.2
O=C(NC1CCCCC1)C(c1ccccc1)N(C(=O)c1cccs1)c1ccc2c(c1)OCO2 (stereo not drawn)
  A: -5; B: 0; C: -3; D: -3; E: -5; F: -11; G: 9; H: -4; I: -1.2
O=C1NC2(CCC3(CC2)OCCO3)NN1c1ccc(Cl)cc1
  A: -22; B: -2; C: 0; D: 1; E: 14; F: 20; G: -21; H: -39; I: -0.6
CN(C(=O)Cn1c(Cl)nc2c1c(=O)n(C)c(=O)n2C)C1CCS(=O)(=O)C1 (stereo not drawn)
  A: 16; B: -3; C: -2; D: -2; E: 20; F: 7; G: -2; H: 18; I: -0.9
Cc1cc(N2CCN(Cc3nc(-c4ccc(F)cc4)oc3C)CC2)cc(C)n1
  A: 9; B: -4; C: -1; D: -1; E: 2; F: 7; G: 1; H: 16; I: 0.3
CC(C)Cn1nc(C(=O)Nc2cccc(S(=O)(=O)N3CCCC3)c2)c2ccccc2c1=O
  A: 14; B: -6; C: -1; D: -2; E: 15; F: -8; G: 20; H: -5; I: 1.0
CC(C)(C)CC(=O)NC(=S)Nc1ccccc1C(F)(F)F
  A: 36; B: -5; C: -2; D: 14*; E: 51*; F: 21; G: 34; H: 13; I: 2.9
CCOC(=O)c1sc(NC(=O)COc2ncnc3ccccc23)c(C(=O)OCC)c1C
  A: -19; B: 5; C: -2; D: -4; E: 12; F: -4; G: -4; H: -8; I: 5.2
O=C1COc2ccc(S(=O)(=O)N3CCN(c4ccccc4F)CC3)cc2N1
  A: 8; B: -1; C: -1; D: 12*; E: 20; F: 9; G: 6; H: 12; I: -2.5
Cc1ccc[n+](CC(=O)Nc2cccc([N+](=O)[O-])c2)c1
  A: 8; B: -3; C: -4; D: 6; E: -14; F: 7; G: 10; H: 21; I: 5.4
Cc1cccc2sc(N(CCCN(C)C)C(=O)c3ccc(C(=O)c4ccccc4)cc3)nc12
  A: 27; B: -4; C: -4; D: 1; E: 3; F: 10; G: 43*; H: 11; I: 84*
CCN1C(=O)C(CC(=O)Nc2ccccc2)N(Cc2ccccn2)C1=S (stereo not drawn)
  A: 3; B: -3; C: 0; D: 9; E: 12; F: -13; G: 15; H: -1; I: 1.2
Cc1nn(-c2ncc(C(F)(F)F)cc2Cl)c(=O)n1-c1cccc(Cl)c1
  A: 16; B: 2; C: -3; D: 1; E: 8; F: 22; G: 15; H: 9; I: -1.2
Cc1cc(OC(=O)N2CCOCC2)cc(C)c1Cl
  A: -5; B: -5; C: 1; D: 4; E: -5; F: 19; G: 17; H: 8; I: 0.5
CC(=O)c1ccc2noc(-c3cccc(F)c3)c2c1
  A: -2; B: 0; C: -3; D: 0; E: 15; F: 10; G: 26; H: -30; I: 0.2
CCOC(=O)C1CCN(C(=O)c2ccc(SC)cc2OC)CC1
  A: 10; B: -2; C: 0; D: 1; E: 16; F: 17; G: 15; H: 15; I: 1.2
C[C@H](CO)N1C[C@H](C)[C@@H](CN(C)S(=O)(=O)c2ccc(F)cc2)Oc2ccc(NC(=O)C3CCCCC3)cc2C1=O
  A: 3; B: -2; C: -5; D: 0; E: 18; F: 14; G: -3; H: -12; I: 0.3
CSCCC(NC(=O)CCNC(=O)c1ccccc1Cl)c1nc2ccccc2[nH]1 (stereo not drawn)
  A: 11; B: -3; C: -2; D: -4; E: -1; F: 13; G: 3; H: 8; I: -0.5
CCC(CC)NCc1ccc2c(c1)c1ccccc1n2CC
  A: 18; B: 2; C: -4; D: 0; E: 9; F: 26; G: 0; H: 9; I: 7.3
O=C(NCCC(=O)N1CCN(c2ccccn2)CC1)c1ccc(Br)cc1
  A: -3; B: -3; C: 0; D: 0; E: 14; F: -7; G: 5; H: 6; I: -1.6

Three structures out of the list, ordered by number of heavy atoms, smallest number first.
Field names – A = TIM10 inh; B = APJ agonist; C = MIN6 prolif; D = NR3A LBD binder; E = tim23-1 inh; F = NLRP3 yeast inh; G = tim10-1 inh; H = APJ antagonist; I = MPTP inh
Cc1cc(OC(=O)N2CCOCC2)cc(C)c1Cl
  A: -5; B: -5; C: 1; D: 4; E: -5; F: 19; G: 17; H: 8; I: 0.5
CCN(CC)CCCN1C(=O)C(=O)/C(=C(/O)c2ccc(Cl)cc2)C1c1ccccn1 (stereo not drawn)
  A: 7; B: -3; C: -2; D: 0; E: 0; F: -7; G: 13; H: 1; I: 1.1
COc1ccc(C2=NN(CN3C(=O)C(=O)c4ccccc43)C(c3cccc([N+](=O)[O-])c3)C2)cc1 (stereo not drawn)
  A: 16; B: 1; C: -3; D: 1; E: 34; F: 13; G: 28; H: -35; I: 2.8

(next part)
Order of results: TIM10 inh, APJ agonist, MIN6 prolif, NR3A LBD binder, tim23-1 inh, NLRP3 yeast inh, tim10-1 inh, APJ antagonist, MPTP inh
> Cc1nc2ncnn2c(C)c1CCC(=O)NCc1ccccc1
 : -6, -2, -2, -4, 14, -2, 8, 2, 0.3
> CCN(C[C@H]1N[C@@](C)(C(=O)OC)[C@H]2C(=O)N(Cc3ccccc3)C(=O)[C@@H]12)S(=O)(=O)c1ccc(C)cc1
 : 10, -4, 6, 0, 15, 4, 4, 10, -0.8
> CCCOc1ccc(C2NC(=O)NC(c3ccccc3)=C2C(C)=O)cc1OCC (stereo not drawn)
 : 0, -3, -3, 2, -2, 9, 10, 20, -1.3
> COc1ccc(Nc2ncnc3ccc(C)cc23)cc1
 : 6, -1, -5, 1, 22, 22, 28, -12, -0.1
> O=C(N/N=C/c1cccc(OC(=O)c2ccco2)c1)c1ccc(F)cc1
 : 41*, 0, -3, 0, 14, 13, 13, -4, 4.6
> CCC(=O)NCc1cc(-c2nn(C)c(=O)c3ccccc23)ccc1C
 : 11, -5, 4, -1, -1, -1, 6, -4, 1.5
> CCOC(=O)[C@@H]1[C@H]2COc3ccccc3[C@@H]2N2C(=O)N(c3ccc(OC)cc3)C(=O)[C@@]12C
 : -14, -6, 8, -3, -12, 14, -5, 8, -0.9
> COc1ccc(/C=N/n2c(C)cc(C)c(C(N)=O)c2=O)cc1
 : 10, 1, -1, 1, 16, 14, 5, 18, -1.1
> CCc1ccc(C(=O)Nc2ccc(OC)c(S(=O)(=O)N3CCCCC3)c2)cc1
 : 16, -2, -1, -3, 26, 9, 17, -11, -1.3
> Cn1cc(Br)cc2nc(C(F)(F)F)nc1-2
 : -13, 0, 0, -9, 0, 10, -2, 7, -0.7
> Cc1ccc(OCCCc2c(C)n[nH]c2C)cc1
 : 3, -2, -2, 0, 16, 28, 1, 17, -3.5
> Cc1ccc(-c2cccc(-c3cc(=O)oc4ccc(C(C)(C)C)cc34)c2)cc1
 : -3, ., ., -5, 18, ., 8, ., 1.5
> O=C(c1ccco1)N1CCC(c2nc3c(nnn3Cc3ccc(F)cc3)c(=O)[nH]2)CC1
 : 4, -2, 0, 1, 1, 1, -7, 9, 1.1
> CCOc1ccccc1N1CCN(C(=O)c2ccncc2)CC1
 : -14, -7, -3, -1, 5, 9, 14, 1, 0.2
> O=C(Nc1c(Cl)cccc1Cl)C1CCN(C(=O)c2cccs2)CC1
 : 5, -1, -2, -1, 10, 20, 5, -15, 0.2
> Cc1nn(C)c(C(=O)NC(=S)Nc2ccccc2Br)c1Cl
 : 28, -9, -7, 2, 38, 27, 35, 18, 0.7
> O=c1cc(-c2ccccc2)[nH]n1-c1nc2ccccc2s1
 : -20, -3, -2, -6, -20, 31, -2, 24, -4.9
> Cn1c(SCC(=O)Nc2ccccc2F)nnc1-c1ccc(S(=O)(=O)N2CCOCC2)cc1
 : -5, -3, 0, -1, 7, -14, 6, 14, -2.3
> O=C(Nc1nccs1)c1ccccn1
 : 11, -3, -4, -1, 8, 19, 15, 14, -1.9
> CCN(CC(=O)Nc1ccc2c(c1)OCCO2)C(=O)C(C)Oc1ccc(Cl)cc1 (stereo not drawn)
 : -4, 4, 2, -1, 8, 27, 13, 9, -1.3
> Nc1nc(SCC(=O)c2ccc([N+](=O)[O-])cc2)n[nH]1
 : 6, 1, -3, -5, 8, 12, 3, -13, 2.5
> C#Cc1ccc([C@@H]2C=C(C(=O)OCC=C)O[C@H](OCCCCO)C2)cc1
 : 13, -2, -1, -2, 21, 2, 32, 13, 0.3

Molecules from the list above containing fluorine, in the order listed:
Order of results: TIM10 inh, APJ agonist, MIN6 prolif, NR3A LBD binder, tim23-1 inh, NLRP3 yeast inh, tim10-1 inh, APJ antagonist, MPTP inh
> Cc1cc(N2CCN(Cc3nc(-c4ccc(F)cc4)oc3C)CC2)cc(C)n1
 : 9, -4, -1, -1, 2, 7, 1, 16, 0.3
> CC(C)(C)CC(=O)NC(=S)Nc1ccccc1C(F)(F)F
 : 36, -5, -2, 14*, 51*, 21, 34, 13, 2.9
> O=C1COc2ccc(S(=O)(=O)N3CCN(c4ccccc4F)CC3)cc2N1
 : 8, -1, -1, 12*, 20, 9, 6, 12, -2.5
> Cc1nn(-c2ncc(C(F)(F)F)cc2Cl)c(=O)n1-c1cccc(Cl)c1
 : 16, 2, -3, 1, 8, 22, 15, 9, -1.2
> CC(=O)c1ccc2noc(-c3cccc(F)c3)c2c1
 : -2, 0, -3, 0, 15, 10, 26, -30, 0.2
> C[C@H](CO)N1C[C@H](C)[C@@H](CN(C)S(=O)(=O)c2ccc(F)cc2)Oc2ccc(NC(=O)C3CCCCC3)cc2C1=O
 : 3, -2, -5, 0, 18, 14, -3, -12, 0.3
> O=C(N/N=C/c1cccc(OC(=O)c2ccco2)c1)c1ccc(F)cc1
 : 41*, 0, -3, 0, 14, 13, 13, -4, 4.6
> Cn1cc(Br)cc2nc(C(F)(F)F)nc1-2
 : -13, 0, 0, -9, 0, 10, -2, 7, -0.7
> O=C(c1ccco1)N1CCC(c2nc3c(nnn3Cc3ccc(F)cc3)c(=O)[nH]2)CC1
 : 4, -2, 0, 1, 1, 1, -7, 9, 1.1
> Cn1c(SCC(=O)Nc2ccccc2F)nnc1-c1ccc(S(=O)(=O)N2CCOCC2)cc1
 : -5, -3, 0, -1, 7, -14, 6, 14, -2.3

Bioassay records: PubChem BioAssay, Sanford-Burnham Center for Chemical Genomics
